TRPC4 PAM = allosteric potentiators of mouse TRPC4 channel. B-score at 10 µM. Q9QUQ5. hit rate 0.42% among 310,000. HEK293 TRPC4beta/mu-opioid, DAMGO EC20, Fluo-4 Ca2+ flux; hits give high values;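 active = B-score of calcium response area above 5 SD of library B-scores, with initial fluorescence ratio within 5 SD of library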;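 note: B-score of integrated fluorescence ratio over time as area under calcium response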
TRPC4 act = TRPC4 (mouse) channel activation | Q9QUQ5 | HEK293 TRPC4beta/mu-opioid, Fluo4 calcium fluorescence; hits give high values | B-score at 10 µM | hit rate 0.49% among 310,000 | AID 2237;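 active = B-score above 5 SD of library B-scores, and initial fluorescence ratio not above library mean plus 5 SD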;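 note: positive B-score marks a calcium rise read as TRPC4 activation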
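system = HEK293 cells stably co-expressing mouse TRPC4beta and mu-opioid receptor | schedule = Fluo4 dye loading 45 min at room temperature, 110 s recording | measure = B-scored integrated calcium fluorescence ratio | signal = Fluo4 calcium-sensitive dye fluorescence, kinetic, 1 Hz baseline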
TRPC6 activator = mouse TRPC6 channel activation; HEK293-TRPC6 membrane potential dye fluorescence; hits give high values; hit rate 0.13% among 310,000; B-score at 10 µM;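 active = B-score of the integrated fluorescence ratio above library mean plus 3 SD, and starting fluorescence ratio within library mean plus 5 SD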;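 note: higher score means more depolarization so channel activation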
Target sequence (Q61143 whole entry, looked up): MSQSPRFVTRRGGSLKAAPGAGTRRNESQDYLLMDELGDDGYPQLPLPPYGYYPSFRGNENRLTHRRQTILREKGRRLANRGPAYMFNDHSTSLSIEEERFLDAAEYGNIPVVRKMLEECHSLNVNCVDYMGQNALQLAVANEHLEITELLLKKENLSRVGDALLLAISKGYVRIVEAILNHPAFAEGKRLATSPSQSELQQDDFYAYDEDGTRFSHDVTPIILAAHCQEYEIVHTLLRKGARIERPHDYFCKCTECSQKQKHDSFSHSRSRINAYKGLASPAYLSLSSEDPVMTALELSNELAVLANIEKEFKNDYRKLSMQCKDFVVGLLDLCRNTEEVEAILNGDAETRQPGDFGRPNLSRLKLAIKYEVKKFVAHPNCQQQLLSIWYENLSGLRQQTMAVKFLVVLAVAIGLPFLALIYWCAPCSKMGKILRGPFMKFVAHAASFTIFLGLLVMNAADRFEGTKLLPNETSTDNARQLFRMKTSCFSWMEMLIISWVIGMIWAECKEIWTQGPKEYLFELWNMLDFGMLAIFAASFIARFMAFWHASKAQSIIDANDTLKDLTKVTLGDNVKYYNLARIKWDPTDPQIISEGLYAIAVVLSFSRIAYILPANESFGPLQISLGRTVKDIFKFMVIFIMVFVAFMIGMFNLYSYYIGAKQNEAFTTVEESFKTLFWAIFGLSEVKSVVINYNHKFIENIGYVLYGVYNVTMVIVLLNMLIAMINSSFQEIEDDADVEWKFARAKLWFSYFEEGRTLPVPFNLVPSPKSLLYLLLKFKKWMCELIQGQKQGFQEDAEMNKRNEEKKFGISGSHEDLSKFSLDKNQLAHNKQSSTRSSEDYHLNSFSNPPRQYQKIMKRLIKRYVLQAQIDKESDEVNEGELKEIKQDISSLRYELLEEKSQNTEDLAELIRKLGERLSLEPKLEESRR
AI-2 QS mod = modulates the Vibrio harveyi AI-2 quorum sensing system; hit rate 0.4% among 300,000; Vibrio harveyi JMH597 AI-2 luminescence/OD600 ratio, 9 h; hits give low values; strain lacks LuxN and CqsS sensors; 0 = neutral-control median; activity change, % at 7.5 µM; in the data active = activity change below about -75%, passing the limit was not always enough;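 note: luminescence divided by OD600 gain over 9 h not by final OD600 alone; inactives centre near 13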
MrgX1 PAM = allosterically activates human MrgX1 receptor signaling; Q96LB2; MrgX1-HEK293, Fluo-4 calcium flux, FDSS; hits give high values; B-score at 10 µM; hit rate 0.63% among 310,000;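 active = plate-corrected calcium response at least 3 library SD above typical, normal starting fluorescence, not activating the receptor alone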;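 note: compound read alongside a low EC10 to EC30 dose of BAM8-22 agonist; peak minus trough fluorescence over baseline measured at the second addition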
PolyA inhibitor = yeast polyadenylation inhibition; S. cerevisiae SKY197-pL101 polyadenylation reporter, beta-gal luminescence; efflux-impaired pdr1/pdr3 knockout yeast; score 100 = 6 SD above DMSO; calls only at 12 µM; hit rate 0.02% among 300,000;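 active = lowest replicate activity score at least 50, where 100 means six control SD above control mean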;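 note: yeast exposed to compound for 9 h at 30 °C; higher score means more reporter readthrough which indicates perturbed polyadenylation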
MrgX1 agonist = activates human MrgX1 receptor signaling | hit rate 0.44% among 310,000 | AID 588627 | MrgX1-HEK293 cells, Fluo-4 calcium fluorescence, agonist mode; hits give high values | Q96LB2 | B-score at 10 µM;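 active = calcium response B-score plate-corrected fluorescence ratio at least 3 library SD, with starting fluorescence B-score inside 5 SD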
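Material: HEK293 cells stably expressing human MrgX1 receptor | Quantity: 15,000 cells per well | Times: Cells plated overnight, dye loaded 0.5 h 37 °C, 0.5 h room temperature | Measured by: Kinetic Fluo-4 NW fluorescence of intracellular calcium | Control set: Positive and negative controls per plate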
MrgX1 antagonist = human MrgX1 receptor antagonism, primary screen; MRGX1-HEK293 calcium flux, Fluo-4, BAM8-22 antagonism; hits give low values; B-score at 10 µM; hit rate 1.3% among 310,000; AID 588676;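 active = calcium-response B-score plate-corrected more than 3 library SD below zero, starting fluorescence within 5 deviations, no agonist response on first addition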;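 note: peak minus trough fluorescence over baseline after final BAM8-22 challenge near maximal dose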
HIF act = HIF pathway transcriptional activation; activation, % at 7.5 µM (by protocol); hit rate 0.32% among 300,000; U2OS HRE-luciferase reporter, luminescence; normalized: DMSO 0%, desferrioxamine 100%;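 active = mean activation of at least 10% of the iron chelator positive control signal, with at least half of replicates also reaching 10%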
TRPC4 inh = blocks the mouse TRPC4 cation channel; hit rate 0.39% among 300,000; AID 2247; HEK293 TRPC4beta/mu-opioid, DAMGO-evoked Fluo4 calcium flux; hits give low values; B-score at 10 µM; Q9QUQ5;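 active = B-score over 3 SD under the library average, no early fluorescence shift, positive overall ratio signal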
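Material: HEK293 cells with stable TRPC4beta plus mu-opioid receptor expression / Probe or stimulus: DAMGO in two steps, submaximal then maximal / Compound: single concentration per test compound / Technique: kinetic Fluo4 fluorescence imaging of calcium influx / Read-out: per-well B score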
TRPC6 inhibitor = inhibitors of mouse TRPC6 channel; hit rate 1.1% among 310,000; AID 2553; B-score at 10 µM; Q61143; HEK293-TRPC6, membrane potential dye, ACh-evoked depolarization; hits give low values;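 active = B-score under library mean minus 3 SD, initial fluorescence not abnormally high, positive integrated signal ratio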;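 note: B-score derived from integrated fluorescence ratio over the kinetic read; more negative B-score means stronger inhibition of depolarization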
* = called active by the depositor; i = inactive; . = not tested or not shown. Only part of the results is shown; rates above refer to the full screens.

item	canonical_smiles	TRPC4 PAM	TRPC4 act	TRPC6 activator	AI-2 QS mod	MrgX1 PAM	PolyA inhibitor	MrgX1 agonist	MrgX1 antagonist	HIF act	TRPC4 inh	TRPC6 inhibitor
1	CC(=O)Oc1ccc2cc(-c3ccccc3)c(=O)oc2c1	i	i	i	24.4	i	i	i	i	-3.3	i	i
2	CCC(C)/C=C/C1=CC2=C(Cl)C(=O)C3(C)OC(=O)C(C(=O)C(C)C(C)O)C3C2=CO1 (stereo unspecified)	i	i	i	23.6	i	i	i	i	-0.2	i	i
3	Cc1cc(C=O)c(C)n1-c1ccc(Oc2ccc([N+](=O)[O-])cn2)cc1	i	i	i	26.0	i	i	i	i	-0.2	i	i
4	COc1ccc(S(=O)(=O)N2CCC(C(=O)N3CCC(C(N)=O)CC3)CC2)cc1Cl	i	i	i	2.0	i	i	i	i	-0.1	i	i
5	C=CCN(c1ccccc1)S(=O)(=O)c1cccc(C(=O)NNC(=O)c2ccccc2O)c1	i	i	i	41.8	i	i	i	i	0.2	i	i
6	Cc1ccc(OCC(O)Cn2c(N3CCCCC3)nc3c2c(=O)[nH]c(=O)n3C)cc1 (stereo unspecified)	i	i	i	8.4	i	i	i	i	0.7	i	i
7	O=C(Nc1ccc2snnc2c1)N1CCOCC1	i	i	i	4.4	i	i	i	i	-0.3	i	i
8	COC(=O)c1cc(OC)c(OC)cc1NC(=S)N1CCCCC1	i	i	i	22.0	i	.	i	-6.76*	0.2	i	i
9	CCc1c(C)nc2c(OC)cccc2c1Cl	i	i	i	-19.8	i	i	i	i	1.5	i	i
10	CCCCn1c(=O)c2c(c3ccccc31)OCC(=O)N2	i	i	i	14.6	i	i	i	i	-0.7	i	i
11	O=C(NC1CC1)c1ccc2c(c1)N(Cc1ccccc1)CCS2	i	i	i	4.7	i	i	i	i	1.3	i	i
12	CC1CCCCC1NC(=O)CSc1nnc(-c2ccncc2)n1CCCN(C)C (stereo unspecified)	i	i	i	20.8	i	i	i	i	-0.1	i	i

(list continues)
item	canonical_smiles	TRPC4 PAM	TRPC4 act	TRPC6 activator	AI-2 QS mod	MrgX1 PAM	PolyA inhibitor	MrgX1 agonist	MrgX1 antagonist	HIF act	TRPC4 inh	TRPC6 inhibitor
13	CCOC(=O)c1cc(NC(=O)NCc2ccco2)c(C)nc1C	i	i	i	18.3	i	i	i	i	0.0	i	i
14	N#C/C(=C\c1ccc(Cl)s1)C(=O)N1CCN(c2ccccc2)CC1	i	i	i	8.3	i	i	i	i	0.7	i	i
15	S=C(NCc1ccco1)N1CCN(Cc2ccco2)CC1	i	i	i	-3.7	i	i	i	i	-0.1	i	i
16	CN1CCN(CC(=O)Nc2cc(N3CCOCC3)ccc2[N+](=O)[O-])CC1	i	i	i	5.2	i	i	i	i	-0.5	i	i
17	CN(C)C(CNc1ccc(C(F)(F)F)cn1)c1ccccc1 (stereo unspecified)	i	97*	i	9.4	i	i	i	i	1.2	i	i
18	CCCOc1ccc(C2=NNC(=O)CC2)cc1	i	i	i	10.9	i	i	i	i	-0.1	i	i
19	CCOC(=O)c1cccc(NC(=O)COC)c1	i	i	i	19.1	i	i	i	i	0.0	i	i
20	CCn1nc(NS(=O)(=O)c2ccc(C)cc2)c2cc3ccccc3nc21	i	i	i	36.7	i	i	i	i	0.2	i	i
21	O=C1CCC(=O)N1CC(O)COc1ccccc1 (stereo unspecified)	i	i	i	4.8	i	i	i	i	-11.4	i	i
22	CSc1ccccc1-c1n[nH]c(=S)o1	i	i	i	56.9	.	i	.	.	0.2	i	i
23	COC(=O)c1cscc1S(=O)(=O)Cc1ccccc1	i	i	i	10.0	i	.	i	i	0.0	i	i
24	Cc1ccc(S(=O)(=O)N2C=CC(C(F)(F)F)=NCC2)cc1	i	i	i	11.1	i	i	i	i	0.8	i	i

The listing continues:
item	canonical_smiles	TRPC4 PAM	TRPC4 act	TRPC6 activator	AI-2 QS mod	MrgX1 PAM	PolyA inhibitor	MrgX1 agonist	MrgX1 antagonist	HIF act	TRPC4 inh	TRPC6 inhibitor
25	O=C(Nc1ccccc1)c1nnn(Cc2ccccc2)c1NC(=O)C(F)(F)F	i	i	i	19.0	i	i	i	i	3.4	i	i
26	O=C(Nc1cccc(F)c1)/C(=C\c1ccco1)NC(=O)c1ccco1	i	i	i	16.8	i	i	i	i	0.0	i	i
27	CCC(Cc1ccccc1)NC(=O)C1CCN(c2nn3c(=O)cc(C)nc3s2)CC1 (stereo unspecified)	i	i	i	34.8	i	i	i	i	-0.2	i	i
28	CC(C)CC(C(=O)N1CCc2ccccc2C1)N1C(=O)c2ccccc2C1=O (stereo unspecified)	i	i	i	10.4	i	i	i	i	-0.1	i	i
29	CC(C)CC1=NN2C(=N)/C(=C\c3coc4ccccc4c3=O)C(=O)N=C2S1	i	i	i	22.6	.	.	.	.	0.1	i	i
30	CC(C)n1c(SCC(=O)NC2CC2)nnc1C1CC1	i	i	i	-10.8	i	i	i	i	-0.3	i	i
31	Cc1ccc2nc(NC(=O)C3CCCN3C(=O)OC(C)(C)C)sc2c1 (stereo unspecified)	i	i	i	2.2	i	i	i	i	2.5	i	i
32	Cc1ccc(Cl)cc1NC(=O)CNC(=O)N1CC(=O)Nc2ccccc21	i	i	i	10.0	i	i	i	i	1.4	i	i
33	COc1ccccc1CNC(=O)c1ccc(OCc2c(C)noc2C)c(OC)c1	i	i	i	6.0	i	i	i	i	0.8	i	i
34	Cc1ccc(NC2CCCN(C(=O)CCc3scnc3C)C2)cc1C (stereo unspecified)	i	i	i	15.4	i	i	i	i	-0.3	i	i
35	O=C(CCn1c(=O)c2ccccc2n(Cc2ccccc2)c1=O)NC1CCN(Cc2ccccc2)CC1	i	i	i	23.3	i	i	i	i	-0.6	i	i
36	C#C[C@]1(O)CC[C@H]2[C@@H]3CCc4cc(OC5CCCC5)ccc4[C@H]3CC[C@@]21C	i	i	i	33.2	i	i	i	i	-0.1	i	i

(further entries)
item	canonical_smiles	TRPC4 PAM	TRPC4 act	TRPC6 activator	AI-2 QS mod	MrgX1 PAM	PolyA inhibitor	MrgX1 agonist	MrgX1 antagonist	HIF act	TRPC4 inh	TRPC6 inhibitor
37	OC(C#CCN1CCOCC1)c1cccs1 (stereo unspecified)	i	77*	i	26.5	i	i	i	i	-0.2	i	i
38	CC(=O)Nc1ccc(S(=O)(=O)Nc2nc3ccccc3nc2Nc2ccc(S(N)(=O)=O)cc2)cc1	i	i	i	19.7	i	i	i	i	-0.7	i	i
39	CCOC(=O)c1c(NC(=O)COC(=O)CCOc2ccccc2C)sc(C(=O)NC)c1C	i	i	i	11.2	i	i	i	i	-0.5	i	i
40	NC(=O)C1=C[C@H](c2csc3ccccc23)C[C@H](OCCCCO)O1	i	i	i	17.5	i	i	i	i	-0.1	i	i
41	COC(=O)Cc1cc(C)cc2c(=O)cc(-c3ccoc3)oc12	i	i	i	9.8	i	i	i	i	-1.8	i	i
42	CC(C)(C)C(=O)Nc1ccccc1C(=O)Nc1ccncc1	i	i	i	13.9	i	i	i	i	-1.7	i	i
43	O=C(NCc1cccnc1)c1ccccc1-c1ccccc1	i	i	i	4.2	i	i	i	i	-0.4	i	i
44	Cc1cc(C(C)(C)C)oc1C(=O)Nc1ccc(CC(=O)O)cc1	i	i	i	11.9	i	i	i	i	-0.7	i	i
45	COc1ccc(/C=C/C(=O)Nc2ccc(OC)cc2[N+](=O)[O-])cc1	i	i	i	9.2	i	i	i	i	0.4	i	i
46	CC(=O)N1CCc2[nH]c3ccccc3c2C1	i	i	i	17.1	i	i	i	i	-0.9	i	i
47	Cc1ccc(-c2nc3cccnc3s2)cc1NS(=O)(=O)c1ccc2c(c1)OCCO2	i	i	i	11.0	i	i	i	i	1.2	i	i
48	Nc1nc(NCC2CCCO2)nc(Nc2cccc(Cl)c2)c1[N+](=O)[O-] (stereo unspecified)	i	i	i	9.3	i	i	i	i	-1.3	i	i

The results go on:
item	canonical_smiles	TRPC4 PAM	TRPC4 act	TRPC6 activator	AI-2 QS mod	MrgX1 PAM	PolyA inhibitor	MrgX1 agonist	MrgX1 antagonist	HIF act	TRPC4 inh	TRPC6 inhibitor
49	Oc1ccccc1N1CCN(C(=S)NCCc2ccccc2)CC1	i	i	i	12.7	i	i	i	i	1.0	i	i
50	CCS(=O)c1ccccc1C(=O)O (stereo unspecified)	i	i	i	25.2	i	i	i	i	-0.2	i	i
51	O=C(CN(C(=O)Cn1nnc(-c2cccs2)n1)c1ccc2c(c1)OCCO2)NCc1ccccc1	i	i	i	26.1	i	i	i	i	0.1	i	i
52	Cc1ccc(S(=O)(=O)NCC(=O)OCc2csc(-c3ccccc3)n2)cc1	i	i	i	19.2	i	i	i	i	0.2	i	i
53	CCOC(=O)Cn1cc(C(=O)C(C)(C)C)c2ccccc21	i	i	i	25.4	i	.	i	-4.88*	0.7	i	i
54	CC1CN(C2=NC(=O)/C(=C3/C(=O)N(Cc4ccc(F)cc4)c4ccccc43)S2)CC(C)O1 (stereo unspecified)	i	i	i	-12.3	i	i	i	i	-0.1	i	i
55	COc1ccc(NC(=O)COC(=O)CNS(=O)(=O)c2ccccc2)cc1OC	i	i	i	15.6	i	i	i	i	2.1	i	i
56	Cc1cc(/C=C\c2nc(O)c([N+](=O)[O-])c(=O)[nH]2)c(C)n1-c1ccccc1	i	i	i	31.4	i	i	i	i	0.0	i	i
57	COc1ccc(-c2nc(CC(=O)O)cs2)cc1OC	i	i	i	11.5	i	i	i	i	-0.2	i	i
58	CC(C)CN1C(=O)c2ccc(NC(=O)c3ccccc3F)cc2C1=O	i	i	i	16.8	i	i	i	i	1.6	i	i
59	CN(C)CCOc1cccc(Cl)c1	i	i	i	19.5	i	i	i	i	-31.4	i	i
60	COc1ccc(C(CC(=O)O)NC(=O)c2cccs2)cc1 (stereo unspecified)	i	i	i	46.4	i	i	i	i	-0.1	i	i
61	CC(=O)N1N=C(c2ccco2)CC1c1cc2ccc(C)cc2nc1Cl (stereo unspecified)	i	i	i	.	i	i	i	i	-1.0	i	i
62	CCC(NS(=O)(=O)c1ccc2c(c1)NC(=O)C(C)C(=O)N2)c1cccs1 (stereo unspecified)	i	i	i	21.1	i	i	i	i	-0.1	i	i
63	O=C(O)c1cccc(NC(=O)C2C3C=CC(C3)C2C(=O)OCC(F)(F)C(F)F)c1 (stereo unspecified)	i	i	i	16.1	i	i	i	i	-0.1	i	i
